TRPC6 inh: mouse TRPC6 channel inhibition; Q61143; HEK293-TRPC6, membrane potential dye, ACh-evoked depolarization; hits give low values; B-score at 10 µM; 310,000 compounds, 1.1% hits; AID 2553;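 active means B-score under library mean minus 3 SD, initial fluorescence not abnormally high, positive integrated signal ratio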;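 further: B-score derived from integrated fluorescence ratio over the kinetic read; more negative B-score means stronger inhibition of depolarization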
TRPC4 PAM: allosteric potentiators of mouse TRPC4 channel | B-score at 10 µM | HEK293 TRPC4beta/mu-opioid, DAMGO EC20, Fluo-4 Ca2+ flux; hits give high values | 310,000 compounds, 0.42% hits;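 active means B-score of calcium response area above 5 SD of library B-scores, with initial fluorescence ratio within 5 SD of library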;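 further: B-score of integrated fluorescence ratio over time as area under calcium response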
IEC-6 cytotox: counter-screen for KLF5 inhibitors: cytotoxicity in IEC-6 cells | inhibition, % at 5 µM | 290,000 compounds, 0.78% hits | IEC-6 cytotoxicity, luminescence viability; in the data active means inhibition above about 22%;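 further: 0% = plate median of test compound wells and 100% = cytotoxic reference compound wells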
TRPC6 activator: activators of mouse TRPC6 channel; HEK293-TRPC6 membrane potential dye fluorescence; hits give high values; B-score at 10 µM; Q61143; 310,000 compounds, 0.13% hits;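 active means B-score of the integrated fluorescence ratio above library mean plus 3 SD, and starting fluorescence ratio within library mean plus 5 SD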;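 further: higher score means more depolarization so channel activation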
TRPC4 block: blocks the mouse TRPC4 cation channel; 300,000 compounds, 0.39% hits; HEK293 TRPC4beta/mu-opioid, DAMGO-evoked Fluo4 calcium flux; hits give low values; B-score at 10 µM; Q9QUQ5; AID 2247;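 active means B-score over 3 SD under the library average, no early fluorescence shift, positive overall ratio signal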
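test system = HEK293 cells with stable TRPC4beta plus mu-opioid receptor expression | detection = Fluo4 Ca2+ flux fluorescence | read-out = integrated fluorescence ratio relative to baseline, converted to per-well B score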
KLF5 inh: kruppel-like factor 5 inhibition; DLD-1 KLF5 promoter-luciferase reporter, luminescence; 290,000 compounds, 0.23% hits; AID 1700; inhibition, % at 5 µM;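 active means inhibition above a per-plate limit of that plate's mean compound inhibition plus 3 SD, cut at about 60% in these data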;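 further: 0% = DMSO wells and 100% = LY294002 at 200 µM; higher means less KLF5 promoter-driven luciferase light; inactives centre near -14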
HIF act: HIF pathway transcriptional activation. 300,000 compounds, 0.32% hits. U2OS HRE-luciferase reporter, luminescence; normalized: DMSO 0%, desferrioxamine 100%. activation, % at 7.5 µM (by protocol). AID 1910;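 active means mean activation of at least 10% of the iron chelator positive control signal, with at least half of replicates also reaching 10%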
TRPC4 agonist: activators of mouse TRPC4 channel; AID 2237; Q9QUQ5; 310,000 compounds, 0.49% hits; HEK293 TRPC4beta/mu-opioid, Fluo4 calcium fluorescence; hits give high values; B-score at 10 µM;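 active means B-score above 5 SD of library B-scores, and initial fluorescence ratio not above library mean plus 5 SD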;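 further: positive B-score marks a calcium rise read as TRPC4 activation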
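Material: HEK293 stable line with TRPC4beta plus mu-opioid receptor; technique: Fluo4 calcium-sensitive dye fluorescence, kinetic, 1 Hz baseline; timing: Fluo4 dye loading 45 min at room temperature, 110 s recording; controls: assay buffer as low control, maximal DAMGO as high control; read-out: integrated baseline-normalised fluorescence ratio, converted to per-well B score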
SKKanGAS inh: inhibitors of SKKanGAS S. pyogenes growth in kanamycin (SK-promoter or general growth effect). BacTiter-Glo, 6 h. AID 1662. inhibition, % at 7.5 µM. 300,000 compounds, 1.3% hits;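 active means mean replicate score, as percent of positive control median, at least 50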;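 further: strain carries kanamycin resistance gene driven by streptokinase promoter and grows in 40 µg/ml kanamycin; loss of luminescence reflects streptokinase promoter inhibition or plain growth inhibition; 0% = median of DMSO wells and 100% = positive control at its reference dose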
MrgX1 antagonist: human MrgX1 receptor antagonism, primary screen; MRGX1-HEK293 calcium flux, Fluo-4, BAM8-22 antagonism; hits give low values; B-score at 10 µM; Q96LB2; 310,000 compounds, 1.3% hits; AID 588676;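 active means calcium-response B-score plate-corrected more than 3 library SD below zero, starting fluorescence within 5 deviations, no agonist response on first addition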;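 further: peak minus trough fluorescence over baseline after final BAM8-22 challenge near maximal dose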
Target sequence (Q96LB2 whole entry, looked up): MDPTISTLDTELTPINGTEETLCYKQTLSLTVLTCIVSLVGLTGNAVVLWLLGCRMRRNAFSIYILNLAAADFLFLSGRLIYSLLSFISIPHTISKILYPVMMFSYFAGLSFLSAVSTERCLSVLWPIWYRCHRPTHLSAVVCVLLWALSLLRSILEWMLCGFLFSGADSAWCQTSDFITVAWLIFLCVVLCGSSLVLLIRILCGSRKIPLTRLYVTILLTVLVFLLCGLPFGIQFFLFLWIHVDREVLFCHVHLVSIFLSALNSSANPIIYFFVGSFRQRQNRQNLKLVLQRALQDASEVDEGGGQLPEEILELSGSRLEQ
aSyn UTR inh: MLPCN primary screen, SNCA 5' untranslated region | 300,000 compounds, 0.82% hits | inhibition, % (tested at 7.5 µM) | alpha-synuclein 5'UTR reporter, inhibitor activity | AID 1813; in the data active means inhibition above about 60%;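 further: H4 neuroglioblastoma cells stably carrying SNCA 5'UTR luciferase fusion; 0% = DMSO wells and 100% = positive control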
* = called active by the depositor.

COc1ccc(C(=O)NNC(=O)c2ccc(S(=O)(=O)N3CCOCC3)cc2)cc1 was read as TRPC6 inh inactive, TRPC4 PAM inactive, IEC-6 cytotox 6, TRPC6 activator inactive, TRPC4 block inactive, KLF5 inh 5, HIF act -0.6, TRPC4 agonist inactive, SKKanGAS inh 1, MrgX1 antagonist inactive and aSyn UTR inh 18.
COc1cccc(C(=O)Nc2ccc(F)c(F)c2F)c1 was read as TRPC6 inh inactive, TRPC4 PAM inactive, IEC-6 cytotox 4, TRPC6 activator inactive, TRPC4 block inactive, KLF5 inh -97, HIF act 5.8, TRPC4 agonist inactive, SKKanGAS inh -3, MrgX1 antagonist inactive and aSyn UTR inh -170.
Screening Oc1ccccc1C1CC(c2cccs2)=NC(c2cccc(Br)c2)N1 (stereo unspecified) returned TRPC6 inh inactive, TRPC4 PAM inactive, IEC-6 cytotox -3, TRPC6 activator inactive, TRPC4 block inactive, KLF5 inh -28, HIF act 2.1, TRPC4 agonist inactive, SKKanGAS inh 12, MrgX1 antagonist inactive and aSyn UTR inh -87.
`CCOCc1nnc(NC(=O)c2ccc(OC)cc2)s1` gave TRPC6 inh inactive, TRPC4 PAM inactive, IEC-6 cytotox -4, TRPC6 activator inactive, TRPC4 block inactive, KLF5 inh -66, HIF act 1.7, TRPC4 agonist inactive, SKKanGAS inh -1, MrgX1 antagonist inactive and aSyn UTR inh -73.
`N#Cc1c(N)c(C(=O)c2ccccc2)n2c1CCC2` gave TRPC6 inh inactive, TRPC4 PAM inactive, IEC-6 cytotox 0, TRPC6 activator inactive, TRPC4 block inactive, KLF5 inh 1, HIF act -0.3, TRPC4 agonist inactive, SKKanGAS inh 1, MrgX1 antagonist inactive and aSyn UTR inh 27.
`O=C(NNS(=O)(=O)c1ccc(F)cc1)c1cc(Cl)ccc1O` gave TRPC6 inh inactive, TRPC4 PAM inactive, IEC-6 cytotox -3, TRPC6 activator inactive, TRPC4 block inactive, KLF5 inh -37, HIF act -0.9, TRPC4 agonist inactive, SKKanGAS inh 0, MrgX1 antagonist inactive and aSyn UTR inh -2.
O=C(Nc1ncc(Cc2cccc(Cl)c2)s1)C1CCCO1 (stereo unspecified) was read as TRPC6 inh inactive, TRPC4 PAM inactive, IEC-6 cytotox 3, TRPC6 activator inactive, TRPC4 block inactive, KLF5 inh -84, HIF act 3.2, TRPC4 agonist inactive, SKKanGAS inh 4, MrgX1 antagonist inactive and aSyn UTR inh -161.
For COC(=O)[C@H](CCSC)NC(=O)Nc1ccc(C)cc1 the results were TRPC6 inh inactive, TRPC4 PAM inactive, IEC-6 cytotox -2, TRPC6 activator inactive, TRPC4 block inactive, KLF5 inh -16, HIF act 0.1, TRPC4 agonist inactive, SKKanGAS inh 8, MrgX1 antagonist inactive and aSyn UTR inh -9.
`CCCCNS(=O)(=O)c1ccc2nc(-c3cccnc3)cc(C(=O)NCCCOCC)c2c1` gave TRPC6 inh inactive, TRPC4 PAM inactive, IEC-6 cytotox -4, TRPC6 activator inactive, TRPC4 block inactive, KLF5 inh 0, HIF act -0.3, TRPC4 agonist inactive, SKKanGAS inh 6, MrgX1 antagonist inactive and aSyn UTR inh -34.
`CCN(CC)CCNC(=O)Cn1ncc2ccccc2c1=O` gave TRPC6 inh inactive, TRPC4 PAM inactive, IEC-6 cytotox -6, TRPC6 activator inactive, TRPC4 block inactive, KLF5 inh -5, HIF act 0.0, TRPC4 agonist inactive, SKKanGAS inh 0, MrgX1 antagonist inactive and aSyn UTR inh -2.
Cc1cc(NC(=O)c2ccc(N3CCCC3)c([N+](=O)[O-])c2)no1 was read as TRPC6 inh inactive, TRPC4 PAM inactive, IEC-6 cytotox 3, TRPC6 activator inactive, TRPC4 block inactive, KLF5 inh -16, HIF act 0.7, TRPC4 agonist inactive, SKKanGAS inh 5, MrgX1 antagonist inactive and aSyn UTR inh -29.
Screening Cc1c(OCC(=O)NC(Cc2ccc(Cl)cc2)C(=O)O)ccc2c3c(c(=O)oc12)CCC3 (stereo unspecified) returned TRPC6 inh inactive, TRPC4 PAM inactive, IEC-6 cytotox -2, TRPC6 activator inactive, TRPC4 block inactive, KLF5 inh 4, HIF act 0.2, TRPC4 agonist inactive, SKKanGAS inh 6, MrgX1 antagonist inactive and aSyn UTR inh 10.
Screening O=C1c2ccccc2NC(c2cnc3ccccc3n2)N1O (stereo unspecified) returned TRPC6 inh inactive, TRPC4 PAM inactive, IEC-6 cytotox 3, TRPC6 activator inactive, TRPC4 block inactive, KLF5 inh -47, HIF act -0.5, TRPC4 agonist inactive, SKKanGAS inh 0, MrgX1 antagonist inactive and aSyn UTR inh -2.
For COc1cc(OC)cc(C(=O)NCCOC23CC4CC(CC(C4)C2)C3)c1 the results were TRPC6 inh inactive, TRPC4 PAM inactive, IEC-6 cytotox -1, TRPC6 activator inactive, TRPC4 block inactive, KLF5 inh -18, HIF act 0.4, TRPC4 agonist inactive, SKKanGAS inh -4, MrgX1 antagonist inactive and aSyn UTR inh 19.
Screening O=C(NC1CCCC1)c1cc(-c2ccc(Cl)c(Cl)c2)on1 returned TRPC6 inh inactive, TRPC4 PAM inactive, IEC-6 cytotox 8, TRPC6 activator inactive, TRPC4 block inactive, KLF5 inh -79, HIF act 2.0, TRPC4 agonist inactive, SKKanGAS inh 0, MrgX1 antagonist inactive and aSyn UTR inh -151.
Screening COc1ccc(S(=O)(=O)CCC(=O)NCc2ccc(C)o2)cc1 returned TRPC6 inh inactive, TRPC4 PAM inactive, IEC-6 cytotox -3, TRPC6 activator inactive, TRPC4 block inactive, KLF5 inh -16, HIF act -0.1, TRPC4 agonist inactive, SKKanGAS inh -2, MrgX1 antagonist inactive and aSyn UTR inh -14.
Screening COc1ccc(S(=O)(=O)NC2CC(C)(C)NC(C)(C)C2)c(C)c1C returned TRPC6 inh inactive, TRPC4 PAM inactive, IEC-6 cytotox 5, TRPC6 activator inactive, TRPC4 block inactive, KLF5 inh -14, HIF act 0.0, TRPC4 agonist inactive, SKKanGAS inh 0 and aSyn UTR inh 6.
`COc1ccccc1S(=O)(=O)Cc1ccc(C(=O)NC(C)c2ccc3c(c2)OCCO3)o1` (stereo unspecified) gave TRPC6 inh inactive, TRPC4 PAM inactive, IEC-6 cytotox 4, TRPC6 activator inactive, TRPC4 block inactive, KLF5 inh 9, HIF act -0.1, TRPC4 agonist inactive, SKKanGAS inh 5, MrgX1 antagonist inactive and aSyn UTR inh 15.
`COc1ccc(/C=C(\NC(=O)c2ccc(Cl)cc2)C(=O)NCC2CCCO2)cc1OC` (stereo unspecified) gave TRPC6 inh inactive, TRPC4 PAM inactive, IEC-6 cytotox 1, TRPC6 activator inactive, TRPC4 block inactive, KLF5 inh 5, HIF act -0.1, TRPC4 agonist inactive, SKKanGAS inh 1, MrgX1 antagonist inactive and aSyn UTR inh 6.
Screening Cc1sc(NC(=O)C2CC=CCC2C(=O)O)c(C(=O)OC(C)C)c1C (stereo unspecified) returned TRPC6 inh inactive, TRPC4 PAM inactive, IEC-6 cytotox 5, TRPC6 activator inactive, TRPC4 block inactive, KLF5 inh -4, HIF act -0.7, TRPC4 agonist inactive, SKKanGAS inh 1, MrgX1 antagonist inactive and aSyn UTR inh 6.
O=C(c1ccccc1)c1nn(-c2ccc(Cl)cc2)cc1C(=O)c1cc2ccccc2oc1=O was read as TRPC6 inh inactive, TRPC4 PAM inactive, IEC-6 cytotox 7, TRPC6 activator inactive, TRPC4 block inactive, KLF5 inh 5, HIF act -0.2, TRPC4 agonist inactive, SKKanGAS inh 6, MrgX1 antagonist inactive and aSyn UTR inh -14.
O=C(Nc1ccc(C(=O)O)cc1)Nc1ccc([N+](=O)[O-])cc1 was read as TRPC6 inh inactive, TRPC4 PAM inactive, IEC-6 cytotox -3, TRPC6 activator inactive, TRPC4 block inactive, KLF5 inh -8, HIF act 0.7, TRPC4 agonist inactive, SKKanGAS inh 10, MrgX1 antagonist inactive and aSyn UTR inh -8.
For CCc1nc(CNC(=O)C2CCC(=O)N(Cc3cccc(OC)c3)C2)no1 (stereo unspecified) the results were TRPC6 inh inactive, TRPC4 PAM inactive, IEC-6 cytotox -10, TRPC6 activator inactive, TRPC4 block inactive, KLF5 inh -19, HIF act 0.1, TRPC4 agonist inactive, SKKanGAS inh -10, MrgX1 antagonist inactive and aSyn UTR inh 16.
`O=C(NCC1CCCO1)C(=O)c1c[nH]c2ccccc12` (stereo unspecified) gave TRPC6 inh inactive, TRPC4 PAM inactive, IEC-6 cytotox 0, TRPC6 activator inactive, TRPC4 block inactive, KLF5 inh -59, HIF act 0.5, TRPC4 agonist inactive, SKKanGAS inh 7, MrgX1 antagonist inactive and aSyn UTR inh -73.
Screening Cc1ccc(-c2cc(-c3ccccc3)nc(N/N=C/c3cccnc3)n2)cc1 returned TRPC6 inh inactive, TRPC4 PAM inactive, IEC-6 cytotox -1, TRPC6 activator inactive, TRPC4 block inactive, KLF5 inh -19, HIF act -0.7, TRPC4 agonist inactive, MrgX1 antagonist inactive and aSyn UTR inh 27.
Screening COc1ccc(NC(=O)C(=O)NNC(=O)c2cccs2)c(OC)c1 returned TRPC6 inh inactive, TRPC4 PAM inactive, IEC-6 cytotox 6, TRPC6 activator inactive, TRPC4 block inactive, KLF5 inh 4, HIF act -28, TRPC4 agonist inactive, SKKanGAS inh -3, MrgX1 antagonist inactive and aSyn UTR inh -13.
O=C(CC(C(=O)O)c1cccc(Br)c1)c1ccc(Cl)cc1 (stereo unspecified) was read as TRPC6 inh inactive, TRPC4 PAM inactive, IEC-6 cytotox -1, TRPC6 activator inactive, TRPC4 block inactive, KLF5 inh -23, HIF act -1.0, TRPC4 agonist inactive, SKKanGAS inh 12, MrgX1 antagonist inactive and aSyn UTR inh -10.
Screening O=C(Nc1ccc(F)cc1)c1ccccc1NS(=O)(=O)N1CCCC1 returned TRPC6 inh inactive, TRPC4 PAM inactive, IEC-6 cytotox -2, TRPC6 activator inactive, TRPC4 block inactive, KLF5 inh 3, HIF act 0.4, TRPC4 agonist inactive, SKKanGAS inh 1, MrgX1 antagonist inactive and aSyn UTR inh 3.
Screening CCN(CC)C(=O)c1n[nH]c(=O)c2ccccc12 returned TRPC6 inh inactive, TRPC4 PAM inactive, IEC-6 cytotox -4, TRPC6 activator inactive, TRPC4 block inactive, KLF5 inh -9, HIF act -0.3, TRPC4 agonist inactive, SKKanGAS inh -1, MrgX1 antagonist inactive and aSyn UTR inh 6.

Rows were taken by chance; 5.8% or so of the library scored in one or more.
